ELG1 genotox: genotoxicity induction in ELG1-luciferase HEK293T cells; HEK293T ELG1-luciferase reporter, luminescence, 16 h; Potency, µM (series often up to 46 µM), inactives show at the highest dose activity change, positive = activation, hits mostly activators; AID 504466; 330,000 compounds, 1.3% hits; also: % of control where 0% means no effect; nearly all actives have a fitted effect of over 60% in size
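Screening used a luciferase reporter fused to human ELG1 in HEK293T cells. Luminescence was read on a CCD plate imager after 16 hr exposure and 30 min ONE-Glo incubation.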
uPA surface inh: cell surface uPA generation inhibition; cell surface uPA generation assay, qHTS; Potency, µM (titrated, usually from 38.3 µM), for inactives: at the highest dose activity change, negative = inhibition, usual class: inhibitors; 330,000 compounds, 0.31% hits; AID 540303; active = well fitted inhibition curve with a large enough effect; inconclusive = small, poorly fitted or top-dose-only effect; inactive = no such curve, though single readings can be large or run the other way; tested in mouse RAW 264.7 cells; also: % is scaled to controls: 0 for no effect and ±100 for the full control effect; nearly all actives have a fitted effect of over 55% in size
Rab9 promoter act: activators of Rab9 promoter; Huh7 Rab9 promoter-luciferase reporter, luminescence, 24 h; Potency, µM (top dose mostly 9.22 µM), without a hit: at the top dose activation, negative = inhibition, hits mostly activators; 320,000 compounds, 2.8% hits; AID 485297; also: % of control where 0% means no effect; nearly all actives have a fitted effect of over 60% in size
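Measured in stably transfected Huh7 cells bearing a Rab9 promoter–luciferase construct: 24 h compound treatment at 37 °C, followed by luminescence detection.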
FLuc modulator: counter-screen for miR-21 project: firefly luciferase inhibitors or activators; AID 588342; Potency, µM (highest dose often 57.5 µM), for inactives: at the highest dose activity change, negative = inhibition, usual class: inhibitors; 360,000 compounds, 6.9% hits; purified FLuc, Km substrates, luminescence inhibition; P08659;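 also: plate controls were vehicle for no effect and reference inhibitor for full effect; nearly all actives have a fitted effect of over 55% in size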
Target sequence (P08659 whole entry, looked up): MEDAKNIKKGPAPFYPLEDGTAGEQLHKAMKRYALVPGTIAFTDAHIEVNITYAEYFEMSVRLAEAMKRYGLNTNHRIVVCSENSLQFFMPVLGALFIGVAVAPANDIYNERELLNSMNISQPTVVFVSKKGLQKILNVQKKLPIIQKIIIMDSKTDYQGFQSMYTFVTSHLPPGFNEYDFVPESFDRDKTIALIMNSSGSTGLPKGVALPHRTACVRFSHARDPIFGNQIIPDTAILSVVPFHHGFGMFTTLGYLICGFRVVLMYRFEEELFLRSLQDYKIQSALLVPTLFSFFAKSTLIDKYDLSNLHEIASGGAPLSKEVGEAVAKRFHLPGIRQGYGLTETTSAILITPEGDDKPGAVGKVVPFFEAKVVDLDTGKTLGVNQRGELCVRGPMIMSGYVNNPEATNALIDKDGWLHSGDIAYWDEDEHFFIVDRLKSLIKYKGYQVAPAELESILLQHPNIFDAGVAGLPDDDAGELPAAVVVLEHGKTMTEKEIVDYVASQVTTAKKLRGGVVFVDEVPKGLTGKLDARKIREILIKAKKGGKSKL
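Purified P. pyralis luciferase, 10 nM final, with Km-level 10 uM D-luciferin and 10 uM ATP in 50 mM Tris acetate pH 7.5, 10 mM Mg acetate, 0.01% Tween-20, 0.05% BSA; 6-point qHTS titration about 60 µM downward; luminescence read.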
p53 reactivation: re-activators of mutant p53; Potency, µM (top dose mostly 92.2 µM), for inactives: top-dose activity change, positive = activation, hits mostly activators; H1299 p53-A138V BP100-luciferase reporter, luminescence, 24 h; AID 504706; 320,000 compounds, 0.063% hits; also: % of control where 0% means no effect; nearly all actives have a fitted effect of over 45% in size
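H1299 (p53-null), stable ts p53-A138V + BP100-Luc; 1000 cells/well, Opti-MEM/10% FBS; cpd 4 pt, 1:5; 24 h, 37 deg C, 5% CO2; detection reagent 10 min RT; luminescence.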
BRCA1 expr act: increases BRCA1 expression | MCF7-BRCA1-FFLuc reporter, luminescence, 48 h; response scale: scaled: vehicle 0%, 10 µM genistein 100% | Potency, µM (highest dose often 46.1 µM), inactives show at the top dose activation, most hits filed as activators | 380,000 compounds, 1.1% hits | AID 624202; also: nearly all actives have a fitted effect of over 80% in size; some results filed as inactive show a strong effect at the top dose
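Using MCF7 cells harboring a BRCA1 firefly luciferase reporter, plated 2 h before compound pinning, the screen measured luminescence after 48 h incubation. Responses were normalized to DMSO and 10 microM genistein, then fitted for concentration-effect.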
NPC1 promoter act: NPC1 promoter activation | Huh7 NPC1 promoter luciferase reporter, 24 h | Potency, µM (top dose mostly 9.22 µM), without a hit: top-dose activation, most hits filed as activators | 320,000 compounds, 2.4% hits;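 also: % of control where 0% means no effect; nearly all actives have a fitted effect of over 60% in size; reporter is driven by a mutant NPC1 promoter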
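Luminescence read-out of NPC1 promoter-driven luciferase in stably transfected Huh7 cells; compounds delivered in DMSO and left 24 h at 37C, 5% CO2, qHTS titration format.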
RORg inh: blocks mouse ROR gamma transcriptional activity; 310,000 compounds, 5.4% hits; AID 2551; P51450; Potency, µM (doses to about 53.6 µM), inactives show at the highest dose activity change, negative = inhibition, hits mostly inhibitors; Drosophila S2 Gal4-RORgamma UAS-luciferase reporter, 20 h; also: % is scaled to controls: 0 for no effect and ±100 for the full control effect; nearly all actives have a fitted effect of over 60% in size
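Luminescence from a UAS-regulated Photinus luciferase reporter in stably transfected Drosophila Schneider cells is measured; decreased signal marks ROR gamma inhibition. Fusion expression is induced by 700 uM copper sulfate for 20 hr.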
Gal4-VP16 FLuc: Gal4-VP16 reporter inhibition counter-screen. Drosophila S2 Gal4-VP16 UAS-luciferase, luminescence, 20 h. Potency, µM (highest dose often 53.6 µM), inactives show at the top dose activity, negative = inhibition, actives largely listed as inhibitors. 310,000 compounds, 3.5% hits. AID 2546;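 also: Gal4-VP16 expression switched on by copper sulfate through the metallothionein promoter; % is scaled to controls: 0 for no effect and ±100 for the full control effect; nearly all actives have a fitted effect of over 50% in size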
MBNL1-CUG inh: MBNL1-poly(CUG) RNA binding inhibition. Q9NR56. TR-FRET MBNL1-His/biotin-(CUG)12 binding, 665/545 ratio. 280,000 compounds, 0.036% hits. Potency, µM (highest dose often 57.5 µM), without a hit: at the highest dose activity change, negative = inhibition, actives largely listed as inhibitors; active = well fitted inhibition curve with a large enough effect in the signal ratio, with a control signal flat, not every such curve was filed as active; inconclusive = small, poorly fitted or top-dose-only effect, or effect the other way, or a change in a side signal; inactive = no such curve, though single readings can be large or run the other way; the % refers to the signal ratio; also: % is scaled to controls: 0 for no effect and ±100 for the full control effect
Target sequence (Q9NR56 whole entry, looked up): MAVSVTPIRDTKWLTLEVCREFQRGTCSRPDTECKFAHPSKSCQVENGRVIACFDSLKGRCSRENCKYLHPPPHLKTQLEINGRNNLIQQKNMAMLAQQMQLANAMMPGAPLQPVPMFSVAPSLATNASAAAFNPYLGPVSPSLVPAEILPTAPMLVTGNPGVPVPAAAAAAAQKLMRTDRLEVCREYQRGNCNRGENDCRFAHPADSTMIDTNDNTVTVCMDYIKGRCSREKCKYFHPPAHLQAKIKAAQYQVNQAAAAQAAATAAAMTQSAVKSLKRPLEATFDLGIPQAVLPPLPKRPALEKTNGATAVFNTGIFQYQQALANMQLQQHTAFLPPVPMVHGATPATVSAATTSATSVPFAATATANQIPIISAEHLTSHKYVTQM
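Compounds (final 92 nM to 58 uM) are added to His-tagged MBNL1 and biotin-(CUG)12, then terbium anti-His antibody and streptavidin-XL665 (5 nM final). After 60 min at room temperature, the 665/545 nm ratio is read.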
Numbers without * were called inactive; ? = inconclusive; · = not tested or not shown; [ ] = remark or other dose. Unless noted, calls follow the shape of the dose curve; as a rule, active = well fitted curve in the direction sought with a large enough effect; inconclusive = small, poorly fitted or top-dose-only effect, or another doubt; inactive = no such curve, though single readings can be large; an effect the other way counts as inactive or inconclusive. Potency is read from the fitted curve at half-maximal effect.

Screens in order: ELG1 genotox | uPA surface inh | Rab9 promoter act | FLuc modulator | p53 reactivation | BRCA1 expr act | NPC1 promoter act | RORg inh | Gal4-VP16 FLuc | MBNL1-CUG inh
> COCCN(C(=O)COC(=O)Cc1cccc2ccccc12)c1c(N)n(Cc2ccccc2)c(=O)[nH]c1=O
  0% | 0% | 17% | 0% | -13% | -2% | 1% | 19% | 2% | -6%
> CCOc1ccc(NC(=O)C2(c3ccc(OC)c(OC)c3)CCCC2)cc1
  -3% | 3% | -1% | 1% | -26% | -16% | 1% | 1% | 0% | ?
> O=C(CCc1ccccc1)Nc1nc2n(n1)C(c1ccccc1)CC(=O)N2 (stereo not drawn)
  -9% | 4% | 2% | -1% | -2% | 6% | 5% | 14% | -7% | -12%
> Cc1nc(SCC(=O)NCCc2ccccc2)n[nH]1
  -1% | 1% | 0% | -5% | -3% | 0% | 4% | 20% | -3% | 12%
> C(=N\N1CCN(Cc2ccccc2)CC1)/c1cccnc1
  4% | 1% | 2% | -1% | -1% | -1% | -4% | 35% | -2% | ·
> O=C(c1cccnc1)n1nc(-c2ccco2)nc1NCc1cccs1
  11% | -29% | 24% | -14% | -2% | 47% | 16% | -1% | -22% | -7%
> CCCn1c(N)c(C(=O)CSc2nncs2)c(=O)[nH]c1=O
  0% | 6% | -2% | 5% | 4% | 6% | -4% | · | · | ·
> COc1ccccc1NC(=O)CN1C(=O)NC(CC(C)C)C1=O (stereo not drawn)
  4% | 2% | 7% | 5% | -10% | 4% | -4% | 1% | 10% | -4%
> Cn1c(=O)c2c(nc(CN3CCN(C(=O)c4ccco4)CC3)n2Cc2ccccc2)n(C)c1=O
  2% | 0% | 1% | 0% | 2% | -32% | 1% | -23% | 20% | -7%
> O=C(NCc1ccc(Cl)cc1)C(=O)Nc1nccs1
  3% | 4% | 1% | -1% | -2% | 20% | 1% | -13% | -13% | 2%
> c1ccc(Cn2nnc3c(N4CCCC4)ncnc32)cc1
  ? | · | -6% | 7% | 0% | -7% | -2% | 2% | -3% | -8%
> Nc1ccc(CCc2nc3ccccc3o2)cc1
  2.9µM* | -25% | 1.6µM* | 2.7µM* | 28% | 2.8µM* | 2.5µM* | -40% | ? | 3%
> CCc1cc(=O)oc2c(CN3CCN(C)CC3)c(O)ccc12
  -3% | 4% | -1%[1.84 µM] | -2% | -7% | -15% | -8% | 2% | 1% | 9%
> O=C(Nc1cccc(S(=O)(=O)Nc2ccccc2F)c1)c1ccco1
  -3% | 0% | · | · | -10% | -29% | · | · | · | ·
> Cc1onc(-c2ccccc2Cl)c1NC(=O)NCc1cccs1
  0% | -3% | -6% | 3% | -2% | 0% | -1% | -17% | 1% | -7%
> CCC1Sc2ccc(S(=O)(=O)Nc3ccc(OC)c(OC)c3)cc2NC1=O (stereo not drawn)
  -10% | -8% | -22% | 2% | -1% | -3% | -16% | ? | 8.9µM* | -6%
> N#CC1=C(N)Oc2n[nH]c(-c3cccs3)c2C1c1cccs1 (stereo not drawn)
  -2% | -8% | -1% | 1% | 7% | -18% | -5% | -7% | -4% | -7%
> Cc1cc(C)nc(SCc2ccccc2C#N)n1
  4% | -1% | 1% | 1% | -2% | -22% | 0% | -10% | 1% | 12%
> COc1ccc(CCC(=O)OCC(=O)c2cccc(OC)c2)cc1
  1% | 8% | 6% | ? | 0% | -4% | -1% | 30% | -14% | -11%
> CCN(CC)C(=O)c1[nH]cnc1C(=O)NCc1ccccc1
  1% | 8% | · | · | 0% | 7% | · | · | · | ·
> CCC(CO)Oc1cc(NC(=O)c2cccc(OC)c2)c2ncn(C(C)C)c2c1 (stereo not drawn)
  0% | 0% | · | · | -6% | -25% | · | · | · | ·
> Nc1ccc(C(=O)C(=O)c2ccc(N)cc2)cc1
  1% | -3% | 1% | 0% | -2% | 5% | 6% | 30% | -7% | ?
> COc1ccccc1N1CCN(C(=O)CC2NC3CCCCC3NC2=O)CC1 (stereo not drawn)
  0% | · | 5% | 4% | -14% | · | -1% | 0% | -7% | -6%
> C/C(=N\NC(=O)c1c(Cl)cnn1C)c1ccc(NC(=O)c2ccncc2)cc1
  -1% | -2% | -14% | 3% | 4% | 28% | -3% | -9% | 29% | ·
> Cc1ccc(S(=O)(=O)N2CCN(C(C)C(=O)N3CCCc4ccccc43)CC2)cc1 (stereo not drawn)
  -6% | 8% | 2% | 1% | 2% | -15% | 3% | ? | ? | 3%
> c1csc(C2C3=C(Nc4ncnn42)c2ccccc2OC3)c1 (stereo not drawn)
  -2% | -1% | -3% | 5% | -4% | -23% | -2% | -36% | 3% | ?
> CC(C)(C)c1csc(SCC(=O)Nc2ccc(Cl)cn2)n1
  4% | · | 9% | 10% | 5% | 4% | -5% | ? | -8% | 8%
> Cc1nnc(NCc2ccco2)c2ccccc12
  2% | -3% | 2% | 0% | -7% | 6% | -2% | 14% | -1% | -7%
> CC(Cc1n[nH]c(=S)n1N)c1ccccc1 (stereo not drawn)
  0% | -4% | -2% | 1% | 1% | -6% | 1% | ? | -3% | -10%
> COc1ccc(CCNC(=O)CN(C)S(=O)(=O)c2ccc(OC)cc2)cc1
  -2% | 3% | 1% | 2% | 6% | -2% | 2% | -5%[1.91 µM] | 2% | 2%
> CC(C)=CCC/C(C)=C/CNC(=O)C[C@H]1C[C@H](C(=O)N2CCCCC2)[C@@]2(CCc3ccccc3)c3[nH]c4ccc(Cl)cc4c3CCN2C1=O
  9% | 6% | · | · | 4% | 0% | · | · | · | ·
> Cc1cc(C)c(C#N)c(SCC(=O)Nc2nnc(-c3ccccc3)s2)n1
  0% | 2% | -2% | 4%[2.3 µM] | 4% | -9% | -4% | 24% | 3% | -4%
> O=C(COc1ccccc1)Nc1nc(-c2ccc(S(=O)(=O)N3CCOCC3)cc2)cs1
  -12% | -1% | 3% | 0% | -15% | -23% | -6% | 17% | -12% | 155%[activator]
> Cc1ccc(S(=O)(=O)N2CCN(C(=O)COC(=O)CSc3cc(C)ccc3C)CC2)c(C)c1
  -3% | 1% | -1% | 4% | 4% | -10% | -3% | · | · | ·
> Cc1ccc(CN2CCN(Cc3ccc(OCCO)cc3)CC2CCO)o1 (stereo not drawn)
  1% | 3% | 11% | 0% | 1% | 6% | -1% | -3% | -10% | 2%
> COc1ccccc1CNC(=O)/C=C/c1cc2c(cc1Br)OCO2
  4% | -5% | 6% | -2% | -23% | 5% | 1% | -26% | -25% | -12%
> CN1CCN(c2nc3cc(C(F)(F)F)ccc3n3cccc23)CC1
  · | -12% | -11%[46.1 µM] | · | · | 1% | -8%[46.1 µM] | -2% | -2% | ·
> CC1(C)CC2(CCCN(CC(O)(c3ccccc3)c3ccccc3)C2)CCO1 (stereo not drawn)
  -5% | -3% | -3% | -1% | 2% | -11% | -4% | -16% | -5% | -8%
> COc1ccccc1CNC(=O)CCS(=O)(=O)c1cccc2nonc12
  4% | 0% | 9% | 5% | 0% | 12% | 2% | -18% | 14% | ?
> CCOC(=O)N1CCC(C(N)=O)CC1
  0% | 6% | 3% | 1% | 1% | -9% | -1% | 23% | -12% | -7%
> Cc1ccc(CNC(=O)c2ccc(CNS(=O)(=O)c3ccc4c(c3)C(C)(C)C(=O)N4C)cc2)o1
  1% | -3% | 3% | 3% | · | -17% | -4% | -16% | -24% | -1%
> C(=C\c1ccccc1)/C=N/Nc1nc2ccccc2s1
  ? | -7% | 1.3µM* | 2.4µM* | ? | 7.9µM* | 1.6µM* | 7.9µM* | ? | 1%
> Cc1ccc(NC(=O)CSCC(=O)N(C)CCOc2ccc(Cl)cc2)cc1
  0% | 9% | 0% | 4% | 1% | -26% | -4% | · | · | ·
> COc1ccc(-c2cc(=O)oc3cc(OCC(=O)NCCN4CCOCC4)ccc23)cc1
  0% | 2% | 0% | -1% | -2% | -4% | -2% | -5% | -2% | ?
> COc1ccc(OC)c(CN(CCCN2CCOCC2)C(=O)Nc2ccccc2)c1
  3% | · | -6% | -14% | -6% | 2% | 0% | 33% | -2% | -17%
> CCOC(=O)Cc1cnc(NC(=O)c2ccccc2)s1
  -1% | 9% | 4% | ? | 29% | 36% | 6% | 25% | -20% | -16%
> CCn1nc(C)c(CN2CCC(Oc3ccc(C(=O)N4CCCC4)cc3)CC2)c1C
  -2% | -2% | -3% | 1% | 12% | -27% | 1% | -17% | -4% | -8%
> CC1CCCN(C(=O)c2ccc3c(=O)n(C4CCCC4)c(=S)[nH]c3c2)C1 (stereo not drawn)
  -7% | -6% | -29% | -12% | 0% | 0% | -19% | 10% | -14%[10 µM] | -5%
> CCC(C)NC(=S)Nc1ccc2nc(N3CCN(CC)CC3)cc(C)c2c1 (stereo not drawn)
  -9% | ? | -1% | -1% | 4% | -40% | -1% | ? | 18% | 7%
> CCC(=O)Nc1cccc(C2=NOC3(C2)C[C@H](C(N)=O)N(C(=O)CC#N)C3)c1 (stereo partly drawn)
  5% | 3% | -2% | 3% | 2% | 0% | -3% | -8% | 5% | 13%

Compound activity (PubChem)

This is a random part of the collection; 13% or so of the library scored in one or more.
